Compound activity (PubChem)
FAK inh = blocks human focal adhesion kinase activity; Q05397; hit rate 0.84% among 97,000; inhibition, %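 (tested at 7 µM)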; biochemical FAK kinase activity assay; AID 727; in the data active means inhibition above about 19%;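 further: 0% = DMSO and 100% = reference compound high control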
S1P2 agonist = activates the human S1P2 receptor. O95136. activation, % at 4.5 µM. S1P2-expressing cell line, agonist reporter read-out. hit rate 0.46% among 97,000; in the data active means activation above about 16%;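 further: 0% = vehicle low control and 100% = maximal reference agonist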
Target sequence (O95136 whole entry, looked up): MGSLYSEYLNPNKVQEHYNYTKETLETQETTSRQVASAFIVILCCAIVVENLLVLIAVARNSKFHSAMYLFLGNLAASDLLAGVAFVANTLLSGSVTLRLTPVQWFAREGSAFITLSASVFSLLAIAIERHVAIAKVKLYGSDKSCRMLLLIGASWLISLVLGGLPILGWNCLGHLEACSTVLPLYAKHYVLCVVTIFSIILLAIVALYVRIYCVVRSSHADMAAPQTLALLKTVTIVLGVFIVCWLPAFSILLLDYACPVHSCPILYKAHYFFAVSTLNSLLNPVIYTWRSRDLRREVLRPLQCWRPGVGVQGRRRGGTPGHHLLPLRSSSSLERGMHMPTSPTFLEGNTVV
Plk1 PBD FP = inhibitors of human Plk1 polo box domain binding; P53350; Plk1 PBD phosphopeptide binding, fluorescence polarization; inhibition, %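 (tested at about 20 µM)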; hit rate 0.13% among 97,000; AID 693; in the data active means inhibition above about 34%, passing the limit was not always enough
Rev-RRE block = inhibitors of HIV-1 Rev-RRE RNA interaction. hit rate 0.79% among 97,000. Rev peptide-RRE RNA binding, FRET. inhibition, % at 8 µM. P05866;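 active means inhibition above the screen-wide mean plus 3 SD, cut at about 35% in these data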;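 further: 0% = median DMSO wells and 100% = median Neomycin B control wells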
Target sequence (P05866 whole entry, looked up): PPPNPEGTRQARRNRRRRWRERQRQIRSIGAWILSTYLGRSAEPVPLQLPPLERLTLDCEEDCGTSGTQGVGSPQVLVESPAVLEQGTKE
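Assay system: Labelled RRE RNA duplex and labelled Rev peptide | Times: 5 min preincubation and 15 min binding, 25 °C | Detection: FRET, ex 480 nm, em 540 and 671 nm | Evaluation: % inhibition of FRET ratio versus controls | Benchmarks: DMSO wells as 0% and neomycin B wells as 100% inhibition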
PLAP activator = activates human placental alkaline phosphatase. P05187. purified PLAP enzyme, luminescent substrate read-out; active compounds read high. activation fold at 20 µM. hit rate 1.2% among 96,000. AID 696; in the data active means activation fold above about 2
Target sequence (P05187 whole entry, looked up): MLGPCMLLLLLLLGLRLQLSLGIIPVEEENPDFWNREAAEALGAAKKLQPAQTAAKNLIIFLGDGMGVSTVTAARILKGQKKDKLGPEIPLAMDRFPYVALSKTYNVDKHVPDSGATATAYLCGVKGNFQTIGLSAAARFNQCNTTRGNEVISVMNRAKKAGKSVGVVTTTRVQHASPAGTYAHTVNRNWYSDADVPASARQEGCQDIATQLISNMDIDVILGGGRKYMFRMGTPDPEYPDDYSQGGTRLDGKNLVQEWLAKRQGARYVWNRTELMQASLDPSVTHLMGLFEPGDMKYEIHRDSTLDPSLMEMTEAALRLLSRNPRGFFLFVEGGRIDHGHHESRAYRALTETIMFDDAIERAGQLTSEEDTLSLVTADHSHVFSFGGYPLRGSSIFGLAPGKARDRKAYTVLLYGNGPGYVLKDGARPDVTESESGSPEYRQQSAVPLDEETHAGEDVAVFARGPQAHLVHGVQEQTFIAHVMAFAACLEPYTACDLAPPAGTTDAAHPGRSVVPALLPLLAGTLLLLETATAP
PLK1 inh = blocks human PLK1 kinase activity | P53350 | hit rate 0.53% among 97,000 | recombinant PLK1 kinase, TR-FRET peptide phosphorylation | inhibition, % at 10 µM;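 active means inhibition of 50% or more in the single-concentration screen; inactive means inhibition below 50%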;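 further: 0% = DMSO max control and 100% = H-89 dihydrochloride min control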
MT1-MMP txn act = activates MT1-MMP transcription. HT1080 MT1-MMP promoter luciferase reporter, luminescence, overnight; active compounds read high. activation factor at 10 µM. hit rate 0.16% among 86,000. AID 750;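 active means activation factor of at least 2 for MT1-MMP transcription at 10 µM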
S1P2 antag = antagonists of human S1P2 receptor | inhibition, % at 5 µM | O95136 | hit rate 0.21% among 97,000 | cell-based S1P2 antagonist assay, inhibition at 5 uM | AID 736; in the data active means inhibition above about 45%;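 further: CRE beta-lactamase reporter cells expressing human S1P2 stimulated with S1P; 0% = agonist at EC80 alone and 100% = agonist plus reference antagonist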
EphB4 ephrin blk = EphB4-ephrin-B2 interaction antagonism; EphB4 LBD / TNYL-RAW-Alexa532 peptide, fluorescence polarization; inhibition, % at 7 µM; hit rate 0.15% among 97,000;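 active means inhibition above the screen-wide mean inhibition plus 3 SD, cut at about 15% in these data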;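 further: 0% = DMSO wells and 100% = excess unlabeled TNYL-RAW peptide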
* = called active by the depositor; . = not tested or not shown; [ ] = another dose, or the depositor's remark. Rows are unselected, and some 3.9% of all compounds hit somewhere here.

PLK1 inh,S1P2 antag,Rev-RRE block,PLAP activator,Plk1 PBD FP,FAK inh,MT1-MMP txn act,S1P2 agonist,EphB4 ephrin blk,SMILES
3,1,3,1.6,3,0,1,-5,-4,Cn1c(=O)oc2cc(S(=O)(=O)N3CCCC(C(=O)N4CCc5ccccc5C4)C3)ccc21 (stereo unspecified)
-11,-33,2,.,-23,1,1.3,-3,2,CCOc1c(Br)cc(/C=C2\C(=O)N(CCC#N)N=C2C)cc1OC
-16,-2,7,0.9,7,-1,.,1,1,Cc1cc(C(=O)OCC(=O)NC(C)C)c(C)o1
-3,19,3,0.8,34,0,1.5,-3,-11,Cc1cccc(NC(=O)c2ccccn2)c1C
-3,10,17,1.4,3,2,1.1,-4,1,CC1=C(C(=O)Nc2ccccc2)C(c2ccco2)C(C#N)=C(SCc2ccccc2)N1 (stereo unspecified)
-11,-27,3,1.8,21,0,1.1,2,-1,COc1ccc(C2C(C#N)=C(/N=C/N3CCOCC3)OC3=C2C(=O)CC(C)(C)C3)cc1OC (stereo unspecified)
-5,-8,9,1,-7,1,1.1,-2,-1,CC1=C(c2ccccc2)[N+](=O)C2(CCCC2)N1[O-]
-8,1,3,.,-19,3,1.1,-2,11,CCOC(=O)c1cn(CC)c2cc(N3CCOCC3)c(F)cc2c1=O
1,-1,5,1.5,-10,-5,1.2,-4,-1,Cc1cc2nc(-c3cccc(NC(=O)c4ccc(Br)o4)c3)oc2cc1C
-8,3,11,1,-15,-1,1,-1,3,CCSc1nnc(NC(=O)NC(CC)(C(F)(F)F)C(F)(F)F)s1
3,12,1,0.9,-8,3,1,-5,-3,CC1CCCC(NC(=O)CSc2nnnn2C)C1C (stereo unspecified)
-7,9,2,.,-20,1,1.6,-5,-1,CCOC(=O)c1ccc2c(c1)nc(C)n2CC
-9,-3,3,1.9,-9,-2,1.2,-1,1,Cc1cc(NC(=O)CSc2n[nH]c(CC(C)C)n2)no1
-8,12,7,.,27,0,1.2,-4,5,COc1ccc(-c2nnnn2-c2ccccc2OC)cc1
-8,18,4,1.1,-10,-2,1.1,-4,6,Cc1cc(Cl)c(S(=O)(=O)N2CCSCC2)cc1OCC(=O)NC1CCCCC1
-1,3,0,1.5,-3,5,.,0,2,Cc1cc2cc(C)c3nnc(SCC(=O)N4CCCc5ccccc54)n3c2cc1C
-7,5,4,1.1,5,1,1.1,-8,-2,O=C(C1CCCN1S(=O)(=O)c1ccc(Cl)c(Cl)c1)N1CCOCC1 (stereo unspecified)
-8,-20,4,.,-4,-1,1.2,2,-4,CC(C)NS(=O)(=O)c1ccc(OCC(=O)N2CCCC2)cc1
-7,0,10,0.9,2,-3,.,-6,-2,CCOC(=O)c1cc(NC(=O)c2ccc(Cl)cc2)c(=O)oc1-c1ccccc1
-11,3,10,0.9,-20,3,.,-7,-1,O=[N+]([O-])c1cc(-c2nnc(C34CC5CC(CC(C5)C3)C4)o2)cc([N+](=O)[O-])c1
-11,6,8,0.9,5,-3,1,-5,5,CCn1c(CSc2nc(C)cc(C)n2)nnc1SCC(=O)Nc1ccccc1
1,16,7,1,-14,2,1,-8,3,COC(=O)Nc1ccc(S(=O)(=O)Nc2ccccc2F)cc1
-25,12,-1,0.9,7,2,1.1,-5,0,C/C(=C\C(=O)c1ccc(Br)cc1)N1CCCCC1
-9,4,5,1.1,-26,0,1.1,-1,10,CCOc1ccc(CC(C(N)=O)C(N)=O)cc1CN(C)C
-7,-2,2,1,16,3,1.1,-13,-4,COCCNC(=O)CSc1nc2ccccc2c(=O)n1CC1CCCO1 (stereo unspecified)
-20,-4,8,1.4,-2,6,1.1,-4,4,Cc1cc(=O)oc2n[nH]c(-c3ccccc3)c12
-10,3,-3,0.9,-11,-5,.,-7,8,Cc1cccc(NC(=S)N2CCC(C(=O)c3ccc(F)cc3)CC2)c1C
-7,12,0,1.1,-16,-5,1.3,-5,-7,Cc1ccc(NC(=O)N2CCC(NC(=O)C(C)(C)C)CC2)cc1
-6,-32,2,1.8,-2,-2,1.1,-2,-1,CCOC(=O)N1CCN(C2CC(=O)N(c3ccc(Oc4ccccc4)cc3)C2=O)CC1 (stereo unspecified)
-9,15,2,.,-6,-2,1.2,-4,7,CCOC(=O)/C(C#N)=C\C1=C(N2CCCC2)CC(C)(C)OC1
-17,7,9,0.8,14,10,1.4,-4,2,O=C(Nc1cccc(-c2cn3cccnc3n2)c1)c1ccc2c(c1)OCO2
-4,-10,-3,1.5,7,-6,1.1,-2,-5,O=C(CN(Cc1ccco1)C(=O)CNS(=O)(=O)c1ccc(Cl)cc1)NC1CCCCC1
-6,17,1,1.1,-12,-3,1.1,-6,5,CC1=CC(c2ccccc2)n2nc(N3C(=O)c4ccccc4C3=O)nc2N1 (stereo unspecified)
-5,25,4,0.8,-3,7,1.1,-2,11,CCCC(=O)Nc1nnc(Sc2ccc(N(C)C)cc2)s1
-10,0,11,1,14,-2,1.1,-6,-2,CCOC(=O)Cn1cnc2c(nnn2Cc2ccc(Cl)cc2)c1=O
-5,4,2,1,15,1,1.1,-2,-7,C=CCn1c(NC(=O)c2ccc(C)cc2)c(C#N)sc1=N
-2,6,18,1.1,-8,-1,.,-5,-3,Cc1ccc(SCc2cc(=O)[nH]c(/N=C(\N)Nc3ccc(C)c(C)c3)n2)cc1
5,21,13,0.8,6,-1,.,-5,2,Nc1c(N(C(=O)Nc2ccc(Cl)c(Cl)c2)C2CCCC2)c(=O)[nH]c(=O)n1Cc1ccccc1
-11,-7,0,1.6,0,-1,1.1,-3,-2,COC(=O)c1ccccc1NC(=O)Cn1c(CCC(=O)O)ccc1-c1cccs1
-9,-10,-2,1.1,-8,-13,.,-5,5,Cc1ccc(NC(=O)c2cc(NC(=O)CCCC(=O)O)ccc2Cl)cc1Cl

Retrieved by structure from the entries so far (5):
PLK1 inh,S1P2 antag,Rev-RRE block,PLAP activator,Plk1 PBD FP,FAK inh,MT1-MMP txn act,S1P2 agonist,EphB4 ephrin blk,SMILES
-5,-8,9,1,-7,1,1.1,-2,-1,CC1=C(c2ccccc2)[N+](=O)C2(CCCC2)N1[O-]
-11,-27,3,1.8,21,0,1.1,2,-1,COc1ccc(C2C(C#N)=C(/N=C/N3CCOCC3)OC3=C2C(=O)CC(C)(C)C3)cc1OC (stereo unspecified)
-25,12,-1,0.9,7,2,1.1,-5,0,C/C(=C\C(=O)c1ccc(Br)cc1)N1CCCCC1
1,-1,5,1.5,-10,-5,1.2,-4,-1,Cc1cc2nc(-c3cccc(NC(=O)c4ccc(Br)o4)c3)oc2cc1C
-5,25,4,0.8,-3,7,1.1,-2,11,CCCC(=O)Nc1nnc(Sc2ccc(N(C)C)cc2)s1

Remaining list, next part:
PLK1 inh,S1P2 antag,Rev-RRE block,PLAP activator,Plk1 PBD FP,FAK inh,MT1-MMP txn act,S1P2 agonist,EphB4 ephrin blk,SMILES
4,11,9,1,0,5,1.1,-4,7,CC1(C)NC(=O)N(CC(O)CN2C(=O)NC(C)(C)C2=O)C1=O
11,3,5,0.8,-30,0,.,-4,2,CCCCC(=O)c1ccc(O)cc1
-14,1,22,0.7,-7,1,0.9,-2,8,Cc1cc(C)c(C#N)c(SCSCc2ccccc2)n1
-9,-4,3,1,-17,-1,1,-6,3,CCOC(=O)Cn1cc(C(=O)c2cccs2)c2ccccc21
-11,12,2,1,-10,3,1,-5,-4,CN(C(=O)c1ccc(=O)[nH]c1)C1(C(=O)NC2CCCCC2)CCCCC1
-17,-5,9,1.1,6,-3,1.1,-2,-3,O=C(COC(=O)c1n[nH]c2ccccc12)NC(=O)NC12CC3CC(CC(C3)C1)C2
-15,1,1,1.4,3,0,0.9,-5,2,O=C(c1ccc(F)cc1)N1CCN(Cc2ccccc2Br)CC1
-13,11,6,1,-2,0,1.3,-3,-1,O=C(NCc1ccccc1)C(c1ccncc1)N(C(=O)c1csnn1)C1CC1 (stereo unspecified)
-12,-17,8,1.5,18,1,1.1,-3,-8,N#Cc1ccc(CSc2nnc(-c3ccccn3)n2-c2ccc(Cl)cc2)cc1
-6,-2,2,.,18,0,1.2,47*,-3,CC(C)OCC1CC(CC(=O)NC(=S)Nc2cccc([N+](=O)[O-])c2)C(=O)O1 (stereo unspecified)
0,-5,7,0.9,12,1,1.1,0,4,O=C(COc1ccccc1)Nc1ncccn1
-14,4,4,0.8,-2,1,1.3,-2,-1,CC(=O)Nc1ccccc1-c1nn[nH]n1
-13,-14,13,1.4,-10,9,1,0,-1,COc1ccc(-c2nc(C#N)c(N3CCCCCC3)o2)cc1
-5,9,1,1.1,7,-2,1.3,-2,-5,CC(C)n1nnnc1SCC(=O)NCCc1ccccc1
-12,-8,2,1,-4,8,1.4,-12,4,Cc1cc(C)n(-c2ccc(C(=O)N3CCc4ccccc43)cc2)n1
-1,8,3,1.1,26,-4,.,-2,-7,CSc1ccccc1-c1nnc(-c2ccc(Cl)cc2)o1
-16,14,2,1.2,-4,-3,.,-5,0,CCCCc1cc(=O)oc2cc(OCC(=O)N(CC)CC)ccc12
-8,0,3,1.4,14,3,1,-2,5,Nc1c(S(=O)(=O)c2cccs2)c2nc3ccccc3nc2n1/N=C/c1cccc(O)c1
-10,-23,-1,1.1,21,-1,.,-1,-7,O=S(=O)(/N=C(/Nc1ccccc1F)c1ccccc1)c1ccccc1
-9,-28,12,1,-13,7,1.6,-3,6,CCC1CCc2c(sc(NC(=O)c3ccoc3C)c2C(N)=O)C1 (stereo unspecified)
-8,-33,11,1,-23,9,.,-1,-1,CCOC(=O)c1c(-c2ccccc2)nc2cc(C)ccn12
-7,9,-3,0.9,29,1,1.1,0,-7,CC1(C)C(=O)Nc2ccccc2N1C(=O)CN1C(=O)c2ccccc2C1=O
-2,9,5,1,-24,4,.,-4,-4,COc1ccc(S(=O)(=O)N2c3ccccc3OCC2c2ccccc2)cc1 (stereo unspecified)
-16,26,10,1.1,-17,7,1,-3,-4,CS(=O)(=O)N(CCc1ccccc1)CC(=O)N1CCN(c2ccccc2F)CC1
-4,9,7,1.6,-4,-1,1.1,-4,-1,O=C1CSC(c2cn(-c3ccccc3)nc2-c2cc3ccccc3oc2=O)N1Cc1cccnc1 (stereo unspecified)
-12,-21,4,1.3,0,8,1.2,-7,-3,COc1ccc(-c2cc(C(F)(F)F)nc(SCCC(=O)N3CCN4CCCC4C3)n2)cc1 (stereo unspecified)
-6,11,11,1,8,1,0.1,3,7,Cc1ccc2nc3sc(C(=O)N4CCOCC4)c(N)c3cc2c1
6,6,19,0.8,7,-2,1.1,-11,-1,CCN(CC)S(=O)(=O)c1ccc2nnn(OCC(=O)Nc3cccc(C#N)c3)c2c1
-17,16,4,1,14,-1,1.1,-13,-4,COc1ccc(C2=NOC(C(=O)NCc3ccccn3)C2)cc1 (stereo unspecified)
5,25,4,1.1,-8,6,1.1,-4,1,CN1CCN(C(=O)c2c(O)c3cccc4c3n(c2=O)CCC4)CC1
5,11,2,0.6,-1,-1,.,-1,-10,Cc1ccc(NC(=S)NC(NC(=O)Cc2cccc3ccccc23)C(Cl)(Cl)Cl)cc1 (stereo unspecified)
-5,-3,8,0.7,37,-3,1.2,-1,9,O=[N+]([O-])c1nn(-c2ccc3c(c2)OCCO3)n(O)c1=NC1CCCCC1
-129,8,142*[fluorescence artefact?],.,-138,6,1.4,-3,15,CCCCNc1c2c3c(cccc3n(C)c1=O)C(=O)c1ccccc1-2
-16,-3,6,0.8,-1,3,.,-1,7,O=C(Nc1ccc(N2CCOCC2)cc1)C1CCCCC1
-2,-5,1,1.2,1,1,1.3,0,10,CCC(C)(C(=O)NC1CCCCC1)N(Cc1ccco1)C(=O)c1cnccn1 (stereo unspecified)
-5,-3,-1,1.8,2,0,.,4,0,Cc1cccc2cc(C#N)c(NCCNC(=S)NCCCN3CCOCC3)nc12
13,3,1,1.6,-5,1,1,-3,-5,CS(=O)(=O)c1ccc(Sc2nc3ccccc3[nH]2)c([N+](=O)[O-])c1
-12,-29,1,0.8,-24,-10,1.2,-10,-3,C=CCn1c(N2CCCC2)nc2c1c(=O)[nH]c(=O)n2C
